NPC1 promoter act – qHTS Assay for NPC1 Promoter Activators | Huh7 NPC1 promoter luciferase reporter, 24 h | Potency, µM (titrated, usually from 9.22 µM), inactives show at the top dose activation, usual class: activators | 320,000 compounds, 2.4% hits | AID 485313, 2010;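 further: potency means the concentration at half of the fitted maximal effect; % of control where 0% means no effect; nearly all actives have a fitted effect of over 60% in size; reporter is driven by a mutant NPC1 promoter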
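Huh7 cells stably carrying NPC1 promoter–luciferase, plated in Opti-MEM with 10% FBS for 2 h, were exposed to compound in DMSO for 24 h at 37 °C; luciferase reagent was added for 10 min and luminescence read.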
Giardia killer – Small Molecules that selectively kill Giardia lamblia: qHTS | 340,000 compounds, 0.15% hits | AID 540267, 2011 | activity change, % at 7.66 µM, hits read low | Giardia lamblia trophozoite viability; in the data active means activity change below about -80%; inconclusive means between about -30% and that limit;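 further: parasites exposed to compound for two days anaerobically before the ATP read; on the % scale 0 is the no-effect control and ±100 the full control effect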
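Viability, read as ATP luminescence: trophozoites at 100 cells/well, compound added, 48 hrs anaerobic at 37 deg C, then 15-30 min room-temperature development before reading.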
ELG1 genotox – qHTS screen for small molecules that induce genotoxicity in human embryonic kidney (HEK293T) cells expressing luciferase-tagged ELG1; Potency, µM (series often up to 46 µM), without a hit: at the highest dose activity change, positive = activation, hits mostly activators; HEK293T ELG1-luciferase reporter, luminescence, 16 h; 330,000 compounds, 1.3% hits; further: potency means the concentration at half of the fitted maximal effect; % of control where 0% means no effect; nearly all actives have a fitted effect of over 60% in size
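HEK293T cells expressing luciferase-tagged ELG1 were treated with compound or DMSO for 16 hr at 37°C. Luciferase activity was then read after 30 min with ONE-Glo at room temperature; rising signal flags genetic stress.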
BRCA1 expr act – qHTS Assay to Identify Small Molecule Activators of BRCA1 Expression; Potency, µM (series often up to 46.1 µM), for inactives: top-dose activation, most hits filed as activators; MCF7-BRCA1-FFLuc reporter, luminescence, 48 h; response scale: scaled: vehicle 0%, 10 µM genistein 100%; 380,000 compounds, 1.1% hits; further: potency means the concentration at half of the fitted maximal effect; nearly all actives have a fitted effect of over 80% in size; some results filed as inactive show a strong effect at the top dose
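Cells: MCF7-BRCA1-FFLuc, 2000/well. Exposure: 48 h, 37 °C, 5% CO2. Read: luminescence, 15 min post-substrate. Controls: genistein 10 microM (maximal activation), DMSO (neutral).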
Gal4-VP16 FLuc – VP16 counterscreen qHTS for inhibitors of ROR gamma transcriptional activity | Drosophila S2 Gal4-VP16 UAS-luciferase, luminescence, 20 h | Potency, µM (doses to about 53.6 µM), for the others: top-dose activity, negative = inhibition, most hits filed as inhibitors | 310,000 compounds, 3.5% hits | AID 2546, 2010;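 further: Gal4-VP16 expression switched on by copper sulfate through the metallothionein promoter; potency means the concentration at half of the fitted maximal effect; on the % scale 0 is the no-effect control and ±100 the full control effect; nearly all actives have a fitted effect of over 50% in size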
Rab9 promoter act – qHTS Assay for Rab9 Promoter Activators. Huh7 Rab9 promoter-luciferase reporter, luminescence, 24 h. Potency, µM (titrated, usually from 9.22 µM), for the others: at the top dose activation, negative = inhibition, actives largely listed as activators. 320,000 compounds, 2.8% hits. AID 485297, 2010; further: potency means the concentration at half of the fitted maximal effect; % of control where 0% means no effect; nearly all actives have a fitted effect of over 60% in size
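Steps: seed 1500 Huh7 Rab9-luc cells per well, rest 2 h at 37 °C; add compound in DMSO; incubate 24 h; add luciferase reagent, 10 min ambient; read luminescence.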
PKM2 act – qHTS Assay for Activators of Human Muscle isoform 2 Pyruvate Kinase; Pyruvate kinase PKM (Homo sapiens), P14618; purified PKM2, Kinase-Glo ATP luminescence, activation; response scale: 0% is enzyme alone, no compound; Potency, µM (doses to about 57.5 µM), for inactives: at the top dose activation, actives largely listed as activators; 260,000 compounds, 0.34% hits; AID 1631, 2009; further: potency means the concentration at half of the fitted maximal effect; on the % scale 0 is the no-effect control and ±100 the full control effect; nearly all actives have a fitted effect of over 55% in size
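Kinase-Glo luminescence reports ATP generated from ADP (0.1 mM) and PEP (0.5 mM) by purified hPK-M2 after 1 h at room temperature, pH 7.2 imidazole buffer; intermediate enzyme activity allows detecting inhibitors and activators.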
RORgamma inh – qHTS for inhibitors of ROR gamma transcriptional activity; Potency, µM (highest dose often 53.6 µM), without a hit: top-dose activity change, negative = inhibition, most hits filed as inhibitors; Drosophila S2 Gal4-RORgamma UAS-luciferase reporter, 20 h; Nuclear receptor ROR-gamma (Mus musculus), P51450; AID 2551, 2010; 310,000 compounds, 5.4% hits; further: potency means the concentration at half of the fitted maximal effect; on the % scale 0 is the no-effect control and ±100 the full control effect; nearly all actives have a fitted effect of over 60% in size
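Drosophila Schneider cells stably carrying a metallothionein-driven Gal4 DBD–ROR gamma fusion and a UAS-Photinus luciferase reporter were exposed to compound for 1 hr, then induced with copper sulfate (700 uM final) for 20 hr at ambient temperature before luminescence reading.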
Menin-MLL TR inh – qHTS Assay for Inhibitors Targeting the Menin-MLL Interaction in MLL Related Leukemias: Competition With Texas Red Labeled MLL-derived Mutant Peptide; O00255; Menin + Texas Red MLL mutant peptide, fluorescence polarization; Potency, µM (series often up to 61.6 µM), without a hit: top-dose FP activity change, negative = inhibition, actives largely listed as inhibitors; 270,000 compounds, 0.23% hits; AID 1768, 2009; active means well fitted inhibition curve with a large enough effect in the polarisation, with a control signal flat, not every such curve was filed as active; inconclusive means small, poorly fitted or top-dose-only effect, or effect the other way, or a change in a side signal; inactive means no such curve, though single readings can be large or run the other way; the % refers to the polarisation; further: potency means the concentration at half of the fitted maximal effect; % of control where 0% means no effect; many of its hits are not listed in these tables
Target sequence (O00255 whole entry, looked up): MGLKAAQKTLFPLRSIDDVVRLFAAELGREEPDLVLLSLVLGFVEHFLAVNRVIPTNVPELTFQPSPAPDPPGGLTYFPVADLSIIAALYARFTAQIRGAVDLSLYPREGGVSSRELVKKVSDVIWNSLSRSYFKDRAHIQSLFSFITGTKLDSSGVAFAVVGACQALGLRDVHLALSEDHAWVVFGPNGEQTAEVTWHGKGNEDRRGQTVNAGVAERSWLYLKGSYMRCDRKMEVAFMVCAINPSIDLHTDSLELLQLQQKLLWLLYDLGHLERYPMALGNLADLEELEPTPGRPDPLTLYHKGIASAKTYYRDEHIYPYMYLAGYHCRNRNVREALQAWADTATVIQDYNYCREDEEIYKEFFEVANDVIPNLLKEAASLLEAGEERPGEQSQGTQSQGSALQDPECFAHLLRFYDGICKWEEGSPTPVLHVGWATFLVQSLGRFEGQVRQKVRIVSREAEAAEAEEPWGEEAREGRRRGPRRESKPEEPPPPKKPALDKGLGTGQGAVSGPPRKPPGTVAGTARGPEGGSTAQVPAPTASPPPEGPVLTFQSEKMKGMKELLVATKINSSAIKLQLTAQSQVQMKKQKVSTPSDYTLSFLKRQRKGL
FLuc counter – qHTS profiling assay for firefly luciferase inhibitor/activator using purifed enzyme and Km concentrations of substrates (counterscreen for miR-21 project); purified FLuc, Km substrates, luminescence inhibition; Potency, µM (highest dose often 57.5 µM), without a hit: top-dose activity change, negative = inhibition, hits mostly inhibitors; 360,000 compounds, 6.9% hits; AID 588342, 2011;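 further: potency means the concentration at half of the fitted maximal effect; plate controls were vehicle for no effect and reference inhibitor for full effect; nearly all actives have a fitted effect of over 55% in size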
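Biochemical qHTS of compounds, final roughly 60 µM downward over six points, against 10 nM purified firefly luciferase using Km concentrations of substrates (10 uM D-luciferin, 10 uM ATP) in Tris acetate pH 7.5 buffer; luminescence output.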
p53 reactivation – qHTS assay for re-activators of p53 using a Luc reporter | AID 504706, 2011 | H1299 p53-A138V BP100-luciferase reporter, luminescence, 24 h | Potency, µM (top dose mostly 92.2 µM), inactives show top-dose activity change, positive = activation, actives largely listed as activators | 320,000 compounds, 0.063% hits; further: potency means the concentration at half of the fitted maximal effect; % of control where 0% means no effect; nearly all actives have a fitted effect of over 45% in size
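H1299 (p53-null), stable ts p53-A138V + BP100-Luc; 1000 cells/well, Opti-MEM/10% FBS; cpd 4 pt, 1:5; 24 h, 37 deg C, 5% CO2; detection reagent 10 min RT; luminescence.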
* hit, by the source's call; ? = inconclusive; nt = not tested or not shown; [ ] = another dose, or the depositor's remark. Unless noted, the call rests on the fitted dose curve; in most records, active means well fitted curve in the direction sought with a large enough effect; inconclusive means small, poorly fitted or top-dose-only effect, or another doubt; inactive means no such curve, though single readings can be large; an effect the other way counts as inactive or inconclusive. A portion of the library; count on the stated rates, not on these rows.

SMILES	NPC1 promoter act	Giardia killer	ELG1 genotox	BRCA1 expr act	Gal4-VP16 FLuc	Rab9 promoter act	PKM2 act	RORgamma inh	Menin-MLL TR inh	FLuc counter	p53 reactivation
NC(=O)c1ccc(NC(=O)COC(=O)CCCN2C(=O)c3cccc4cccc(c34)C2=O)cc1	1%	-12	7%	0%	0%	-4%	-3%	6%	-19%	?	-3%
CC(=O)c1ccc(OCC(O)CN2CCN(CC(O)COc3ccc(C(C)=O)cc3)CC2)cc1 (stereo not drawn)	-2%	-10	-1%	-20%	-1%	2%	4%	?	4%	9%	-7%
O=C(NCN1CCN(c2ccccc2)CC1)c1cnccn1	-2%	18	0%	25%	-1%	-12%	nt	-7%	9%	0%	2%
O=C(Nc1ccccc1)c1ccccc1CC[N+](=O)[O-]	2%	5	0%	-2%	-4%	0%	-3%	0%	7%	0%	-2%
Cc1onc(-c2ccccc2)c1C(=O)Nc1nc2c(s1)C(=O)CC(C)(C)C2	-1%	-2	-4%	-22%	19%	-3%	1%	6%	17%	1%	-13%
Cc1ccc(S(=O)(=O)c2nc(Nc3ccccc3C#N)sc2Cl)cc1	-8%	17	-1%	-28%	6%	-14%	1%	0%	?	2%	16%
Cn1c(/C(C#N)=C(\O)c2ccc(S(=O)(=O)N3CCCCC3)cc2)nc2ccccc21	-2%	-1	-6%	-2%	10µM*	-9%	4%	4.5µM*	9%	1%	-6%
Cc1ccc(-c2nnn(CC(=O)N(c3ccccc3)C(C(=O)NCC3CCCO3)c3ccc(Cl)cc3)n2)cc1 (stereo not drawn)	-4%	-1	14%	0%	-7%	-4%	2%	-5%	nt	-1%	-2%
Cc1nn(-c2ccccc2)c(Cl)c1C(=O)Nc1ccccc1	20%	3	-5%	-1%[1.84 µM]	4%	17%	-3%	44%	-3%	?	10%
COc1ccc(CN2C(=O)CCC2(C)C(=O)NC2CCCC2)c(OC)c1 (stereo not drawn)	0%	-21	1%	2%	-14%	0%	-6%	-6%	3%	1%	-2%
CCCn1c(NCCO)nc2ccccc21	-1%	-12	3%	2%	-2%	-2%	2%	1%	-14%	2%	-2%
O=C(Nc1ccccc1Cl)C1C2CCC3C(CCC21)C3(Cl)Cl (stereo not drawn)	-5%	-6	2%	-10%	?	-8%	1%	-8%	-5%	3%	-1%
CCOc1cc(N2CCOCC2)c(OCC)cc1NC(=O)COC(=O)COc1cc(C)cc(C)c1	0%	-20	-2%	-17%	nt	-1%	nt	nt	nt	5%	7%
O=C(Cc1nn[nH]n1)Nc1ccc(F)cc1F	0%	-4	2%	-5%	-8%	-2%	3%	13%	nt	-2%	2%
CCSC1(SCC)N=C(N)C2(C#N)C(c3ccccc3)NC(C)=C(C)C12C#N (stereo not drawn)	-2%	-11	-4%	-12%	1%	2%	12%	-24%	25%	5%	-7%
COc1cc(/C=C/C(=O)OCC(=O)N2CC(=O)Nc3ccccc32)ccc1O	7%	6	-2%	2%	-2%	0%	7%	0%	nt	-14%	-2%
COC(=O)c1sc(NC(=O)CSc2nnnn2-c2ccc(C)cc2C)nc1C	8%	1	1%	4%	-1%	8%	-9%	11%	7%	2%	0%
CC(C1CC1)N(Cc1ccccc1)C(=O)NC(=O)c1ccc(F)cc1 (stereo not drawn)	-3%	33[activator]	8%	-39%	5%	0%	3%	4%	-7%	3%	2%
O=c1cc(N2CCOCC2)[nH]c(=O)n1-c1ccc(Br)cc1	-2%	-1	5%	0%	-3%	-3%	2%	3%	18%	9%	14%
COc1cc(C2OCC3C(c4cc(OC)c(OC)c(OC)c4)OCC23)cc(OC)c1OC (stereo not drawn)	-2%	-29	3%	0%	6%	-1%	3%	-17%	nt	-1%	-5%
CN1CCN(S(=O)(=O)c2cccc(C#N)c2)C(c2ccccc2)C1 (stereo not drawn)	-2%	3	-3%	21%	nt	-4%	nt	nt	nt	1%	11%
O=C1Nc2ccccc2C12Nc1ccccc1-c1nc3ccccc3n12 (stereo not drawn)	-3%	1	2%	-28%	-1%	-4%	9%	?	-29%	-15%	0%
CCc1cccc(OCC(=O)Nc2ccc(S(=O)(=O)N3CCCC3)cc2)c1	-2%	6	-14%	-14%	-23%	0%	8%	3%	nt	5%	-30%
O=C(O)CCC(=O)N1CCC(C(=O)c2cccc(Cl)c2)CC1	1%	2	0%	8%	-1%	-4%	-1%	5%[10 µM]	3%	-2%	1%
Cc1ccc(SCC(=O)OCC(=O)N(C)C2CCS(=O)(=O)C2)cc1C (stereo not drawn)	4%	19	2%	1%	nt	0%	nt	nt	nt	4%	4%
CC(=O)c1ccc(NC(=O)[C@@H]2CCCN2C(=O)OC(C)(C)C)cc1	?	-1	?	66%	25%	22%	nt	-1%	-5%	?	16%
Cc1ccc(S(=O)(=O)N2CCN(c3cnn(C)c(=O)c3Cl)CC2)cc1	?	24	-2%	-4%	-10%	-8%	20µM*	4%	-2%	0%	-3%
N=c1sccn1CC(=O)N1N=C(c2ccc(Cl)cc2)CC1c1ccco1 (stereo not drawn)	-4%	-1	-6%	-20%	9%	-4%	-6%	1%	-13%	-1%	12%
COC(=O)c1sccc1NC(=O)Nc1cc(C)ccc1C	3%	-15	0%	4%	3%	-1%	1%	-10%	8%	-2%	11%
COc1cccc(C(=O)Nc2cc3c(cc2Br)OCCCO3)c1	2.8µM*	-9	?	?	-26%	2.8µM*	0%	3%	9%	4.8µM*	?
CCOc1ccc2nc(NC(=O)C3=NN(c4ccccc4)C(=O)CC3)sc2c1	-1%	-6	-9%	51%	18%	-31%[inhibitor]	-3%	2.8µM*	5%	?	5%
Cc1oc(-c2cccc(F)c2)nc1CN1CCCCC1CCn1cccn1 (stereo not drawn)	-3%	20	-5%	-2%	-10%	11%	0%	-9%	-9%	1%	-4%
Cc1cc(/C=C\c2nc(O)c([N+](=O)[O-])c(=O)[nH]2)c(C)n1-c1ccccc1	-2%	10	2%	22%	-9%	2%	-28%	?	10%	11µM*	5%
O=C(NCc1ccc2c(c1)OCO2)c1ccc(CSCc2cccc(Cl)c2)o1	0%	3	-1%	-16%	-2%	2%	1%	12%	0%	3%	-2%
Cc1ccc(N2CC(C(=O)OCC(=O)Nc3ccc(F)cc3F)CC2=O)cc1 (stereo not drawn)	0%	-4	0%	1%	nt	-5%	nt	nt	nt	nt	-6%
O=C(O)CSCCOc1ccc(OCCSCC(=O)O)cc1	-7%	-10	4%	6%	?	0%	2%	14%	3%	0%	7%
CCOc1ccc(CNc2ccc3c(c2)nc(C)n3C)cc1	2%	-1	?	11µM*	?	0%[1.84 µM]	0%	19%	19%	?	14%
CCSc1nc2ccccc2n1CC(=O)N1CCOCC1	-11%	-17	4%	4%	-12%	-5%	2%	-30%	-5%	4%	-10%
COc1ccc(C(=O)NCc2c(C)nn(Cc3ccccc3)c2C)cc1S(=O)(=O)N1CCOCC1	-12%	-10	0%	-24%	nt	-2%	nt	nt	nt	2%	-8%
CN(CC(=O)NC(=O)Nc1ccccc1F)Cc1ccccc1	12%	-5	8%	?	nt	19%	nt	nt	nt	-17%	10%
Cc1ccccc1-c1cc(C(=O)NCC2CC2)nn1CC1CC(c2cccc([N+](=O)[O-])c2)=NO1 (stereo not drawn)	-8%	19	-5%	-15%	nt	8%	nt	nt	nt	0%	-10%
COc1cccc(/C(O)=C2/C(=O)C(=O)N(Cc3cccnc3)C2c2ccco2)c1 (stereo not drawn)	5%	-6	0%	-13%	4%	-7%	4%	-2%	-23%	4%	10%
Cc1c(C(=O)OC2CCCCC2)sc2nc[nH]c(=O)c12	2%	-2	?	26%	nt	-7%	4%	?	16%	?	12%
CS(=O)(=O)c1ccc2nc(NC(=O)c3ccccc3Cl)sc2c1	20%	-4	11%	68%	20%	21%	-4%[11.5 µM]	15%	4%	17µM*	?
